Source: PubChem
S3 lipid droplet: qHTS Assay for Lipid Storage Modulators in Drosophila S3 Cells | lipid storage change, negative = inhibition, % at the top dose, mostly 46.1 µM; hits show Potency in µM | Drosophila S3 cells, BODIPY lipid droplet fluorescence, 18-24 h; cells fed with added oleic acid | 320,000 compounds, 0.64% hits | AID 2685; active = well fitted inhibition curve with a large enough effect in the signal ratio, with a control signal flat, not every such curve was filed as active; inconclusive = small, poorly fitted or top-dose-only effect, or effect the other way, or a change in a side signal; the % refers to the signal ratio
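Drosophila S3 cells loaded with oleic acid (400 uM, as added) and compounds at several concentrations; lipid droplets imaged by 488-nm laser-scanning cytometry, 500–530 nm intensity and object ratio to cell channel. Percent activity normalized to 20 uM Triacsin C.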
S3 lipid droplet cell count max: second read-out of S3 lipid droplet, no call of its own (marks repeat the call); cell number change, %; measured here: cell count max response;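 cells counted by Cell Tracker Red CMTPX staining in the red channel; peak over a dose series mostly up to 46.1 µM; percent activity relative to internal control wells on each plate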
* marks the source's active call; other numbers are inactive results; i = inactive; ? = inconclusive; · = not tested or not shown; [ ] = dose if it differs, or a comment. % is scaled to controls: 0 for no effect and ±100 for the full control effect; potency is read from the fitted curve at half-maximal effect. These rows are one share of the data; count on the stated rates, not on these rows.

SMILES | S3 lipid droplet | S3 lipid droplet cell count max
CC(C)c1cc(C(=O)N2CCCC(N3CCN(c4ccc(F)cc4)CC3)C2)n(C)n1 (stereo not drawn) | 13% | 4
Nc1c(N(Cc2ccco2)C(=O)c2cccc(Cl)c2)c(=O)[nH]c(=O)n1Cc1ccccc1 | ? | ·
COc1ccc(CN(C)C(=O)c2ccc3c(=O)n4c(nc3c2)CCC4)cc1 | ? | ·
CSCc1c(C(=O)OCC(=O)NC2CCCCC2)oc2ccccc12 | 13% | 3
C/C(=N\NC(=O)c1cccnc1)c1ccccc1 | -12% | -9
CC(C)[n+]1ccn(C2=C([O-])c3ccccc3C(=O)/C2=N\S(=O)(=O)c2ccccc2)c1 | ? | ·
O=C(c1ccccc1F)N1CCCc2ccccc21 | ? | ·
CC1(C)CC(=O)C=C(C(=O)N2CCCC(C(=O)c3cccc(Cl)c3)C2)O1 (stereo not drawn) | ? | ·
CCNc1nc(NCC)nc(N(C)/N=C/c2ccco2)n1 | 7% | 15
O=C(Nc1ccccc1)c1ccsc1 | ? | ·
CN1CCN(c2nc3c(c(=O)[nH]c(=O)n3C)n2CCSc2nc3ccccc3s2)CC1 | 0% | 9
S=C(NCCN1CCCCC1)Nc1ccc(Br)cc1 | -10% | -1
COCCNC(=O)C(C)N(c1ccc(Oc2ccccc2)cc1)S(C)(=O)=O (stereo not drawn) | i | ·
CCOC(=O)C1=C(C)N(C)C(C)=C(C(=O)OCC)C1c1cccnc1 | i | ·
N#CC(c1ccc(Cl)cc1)c1ccc(Cl)nn1 (stereo not drawn) | 7% | -1
CCOC(=O)c1cccc(NC(=O)c2ccc(N(C)C)cc2)c1 | i | 0
Cc1cccc(C)c1NC(=O)c1cc2c(=O)c3ccccc3oc2nc1C(F)(F)F | ? | ·
COCc1nnc(SCC(=O)Nc2cccc(Cl)c2C)n1-c1ccccc1 | ? | ·
CC(=O)Nc1ccc(S(=O)(=O)N2CCn3cccc3C2C)cc1 (stereo not drawn) | ? | ·
O=C(Nc1ccc(O)cc1)C1CC=CCC1 (stereo not drawn) | 0% | 1
COc1ccc(S(=O)(=O)NCC2(N3CCOCC3)CCCCC2)cc1OC | ? | ·
COc1ccc(CNCCC2(Cc3ccccc3)CC(C)N(C)CC2C)cc1OC (stereo not drawn) | -1% | -3
O=C(NCCc1ccccc1)C(=O)NCC1OCCN1S(=O)(=O)c1ccc2c(c1)OCCO2 (stereo not drawn) | i | -17
CCn1cc([N+](=O)[O-])c(C(=O)Nc2ccc3c(c2)OCCO3)n1 | -8% | 7
C=CCn1nc(-c2ccccc2)c2c(C)onc2c1=O | -7%[9.22 µM] | 1
Further records:
SMILES | S3 lipid droplet | S3 lipid droplet cell count max
CC1CCN(c2nc3c(c(=O)n(C)c(=O)n3C)n2Cc2ccccc2)CC1 | ? | ·
Nc1nc2c(nc(SCc3ccccc3Br)n2[C@@H]2O[C@H](CO)[C@@H](O)[C@H]2O)c(=O)[nH]1 | 16% | ·
COC(=O)C1=C(C)N(Cc2ccccc2)C(=S)N[C@H]1c1cccc(C(F)(F)F)c1 | -29% | 17
CCCCn1c(O)c(N=Nc2ccccc2O)c2ccccc21 | ? | ·
CCCN(C(=O)c1cn(-c2ccccc2)nc1-c1ccc(OC)cc1)C1CCS(=O)(=O)C1 (stereo not drawn) | ? | ·
CCCOc1ccc(C2C(C(=O)c3ccc(C)o3)=C(O)C(=O)N2Cc2cccnc2)cc1 (stereo not drawn) | ? | ·
COc1ccccc1OCCSc1nnnn1-c1ccc(C)cc1 | -10% | 8
COCCCNC(=O)c1ccccc1N(Cc1ccccc1)S(=O)(=O)c1ccc(OC)cc1 | ? | ·
Cc1ccc(P(=O)(CC(=O)O)c2ccc(C)cc2)cc1 | ? | ·
CCn1c(SCC(N)=O)nc2sc3c(c2c1=O)CCCC3 | ? | ·
Cc1csc2c(=O)n3c(nc12)CCCCC3 | i | 6
O=C(c1cccc(S(=O)(=O)Nc2ccc(F)cc2)c1)N1CCOCC1 | ? | ·
COc1ccc(NC(=O)NCc2ccccn2)cc1 | 1% | 3
COc1ccc2ccccc2c1CN1CCN(C(=O)c2ccccc2)CC1 | 0% | -26
O=C(CCN1C(=O)/C(=C/c2ccccc2Cl)SC1=S)Nc1cccnc1 | ? | ·
CC1CN(c2ccc([N+](=O)[O-])c(NCCOc3ccccc3)c2)CC(C)N1 (stereo not drawn) | ? | ·
CCOc1ccc(NC(=O)CSc2nnnn2CC(=O)O)cc1 | 0% | -9
O=C(c1cccc(Cl)c1)N(Cc1ccco1)C1CCS(=O)(=O)C1 (stereo not drawn) | ? | ·
COc1ccc(-c2cccc(C(=O)NCC(=O)O)c2)cc1 | ? | ·
CC(C)NC(=O)CN(CCc1ccccc1)S(C)(=O)=O | ? | ·
CC(C)CN(C(=O)Cn1c(Cl)nc2c1c(=O)n(C)c(=O)n2C)C1CCS(=O)(=O)C1 (stereo not drawn) | ? | ·
COCCNC(=S)NN=C1CCC(c2ccccc2)CC1 (stereo not drawn) | ? | ·
O=c1c2ccccc2c2ccccc2c(=O)n1CC1CCCO1 (stereo not drawn) | 17% | -1
O=C(CCS(=O)(=O)c1ccc(Br)cc1)NCCC1=CCCCC1 | ? | ·
Cc1sc(NC(=O)CCS(=O)(=O)c2ccccc2)c(C#N)c1C | ? | ·
(cont.)
SMILES | S3 lipid droplet | S3 lipid droplet cell count max
COc1cccc(CNC(=O)c2ccc(CS(=O)(=O)Cc3ccc(C)cc3)o2)c1 | 3% | 1
CCOC(=O)C1CCN(Cc2ccccn2)CC1 | -3% | 11
CCc1ccc(/C(C)=N/NC(=O)CNC(=O)/C=C/c2ccccc2OC)cc1 | ? | ·
O=C(NCc1ccc(F)cc1)C(c1ccccc1)c1ccccc1 | ? | ·
O=C(CCn1cnc2ncccc2c1=O)N1CCN(c2cccc(Cl)c2)CC1 | 4% | 8
CN(c1ccccc1)S(=O)(=O)c1cccc(NC(=O)COC(=O)C2CCCCC2)c1 | ? | ·
Cc1ccc(C)c(CSc2nnc([C@@H]3CCCN3)o2)c1 | ? | ·
COc1ccc(C(C(=O)NCC2CCCO2)N(C(=O)CNC(=O)c2cccs2)c2ccc(C)cc2)cc1OC (stereo not drawn) | ? | ·
COc1ccc(C(=O)/C=C/c2ccc(OC3CSC3)cc2)cc1OC | ? | ·
NC(=O)CSc1nc2ccc([N+](=O)[O-])cc2[nH]1 | 0% | 0
CC1CCc2c(sc(NC(=O)c3ccc(-c4ccccc4[N+](=O)[O-])o3)c2C#N)C1 (stereo not drawn) | ? | ·
CC(C)(C)SCCNC(=O)CN(c1ccccc1)S(=O)(=O)c1ccc(F)cc1 | -26% | -13
CC(=O)Nc1ccc(NC(=O)CCSCCc2ccccn2)cc1 | ? | ·
CCCCC(=O)OCc1nc(N)nc(Nc2ccccc2C)n1 | ? | ·
O=C(NC1CCCCC1)C(c1ccc(F)cc1)N(C(=O)c1csnn1)C1CCCC1 (stereo not drawn) | ? | ·
CCN(CC)CCCNC(=O)c1cc2nc3c(c(C(F)(F)F)n2n1)CCc1ccccc1-3 | -15% | ·
O=C1C=C(Nc2ccccc2O)c2ccccc2C1=O | ? | ·
CN(C)CCNc1c2c(nc3nnnn13)CCCC2 | -1% | 5
CCc1noc(C)c1C(=O)Nc1cc(C(F)(F)F)ccc1-n1cncn1 | ? | ·
Cc1ccc(C(=O)Nc2ccc(Nc3ccccc3)cc2)c(Cl)c1 | ? | ·
CC(OC(=O)CCN1C(=O)C2CC=CCC2C1=O)C(=O)c1ccc(F)cc1 (stereo not drawn) | ? | ·
CCOc1ccc(NC(=O)c2ccccc2CO)cc1 | ? | ·
Cc1cc(/C=C(/C#N)C(=O)Nc2ccccc2)c(C)n1-c1cccnc1 | 12% | -9
Cc1[nH][nH]c(=O)c1C(c1ccc(-c2cccc(Cl)c2)o1)c1c(C)[nH][nH]c1=O | 1% | -3

Structural class: the entries above containing four or more nitrogen atoms.
SMILES | S3 lipid droplet | S3 lipid droplet cell count max
CC(C)c1cc(C(=O)N2CCCC(N3CCN(c4ccc(F)cc4)CC3)C2)n(C)n1 (stereo not drawn) | 13% | 4
Nc1c(N(Cc2ccco2)C(=O)c2cccc(Cl)c2)c(=O)[nH]c(=O)n1Cc1ccccc1 | ? | ·
CCNc1nc(NCC)nc(N(C)/N=C/c2ccco2)n1 | 7% | 15
CN1CCN(c2nc3c(c(=O)[nH]c(=O)n3C)n2CCSc2nc3ccccc3s2)CC1 | 0% | 9
COCc1nnc(SCC(=O)Nc2cccc(Cl)c2C)n1-c1ccccc1 | ? | ·
CCn1cc([N+](=O)[O-])c(C(=O)Nc2ccc3c(c2)OCCO3)n1 | -8% | 7
CC1CCN(c2nc3c(c(=O)n(C)c(=O)n3C)n2Cc2ccccc2)CC1 | ? | ·
Nc1nc2c(nc(SCc3ccccc3Br)n2[C@@H]2O[C@H](CO)[C@@H](O)[C@H]2O)c(=O)[nH]1 | 16% | ·
COc1ccccc1OCCSc1nnnn1-c1ccc(C)cc1 | -10% | 8
CC1CN(c2ccc([N+](=O)[O-])c(NCCOc3ccccc3)c2)CC(C)N1 (stereo not drawn) | ? | ·
CCOc1ccc(NC(=O)CSc2nnnn2CC(=O)O)cc1 | 0% | -9
CC(C)CN(C(=O)Cn1c(Cl)nc2c1c(=O)n(C)c(=O)n2C)C1CCS(=O)(=O)C1 (stereo not drawn) | ? | ·
O=C(CCn1cnc2ncccc2c1=O)N1CCN(c2cccc(Cl)c2)CC1 | 4% | 8
NC(=O)CSc1nc2ccc([N+](=O)[O-])cc2[nH]1 | 0% | 0
CCCCC(=O)OCc1nc(N)nc(Nc2ccccc2C)n1 | ? | ·
O=C(NC1CCCCC1)C(c1ccc(F)cc1)N(C(=O)c1csnn1)C1CCCC1 (stereo not drawn) | ? | ·
CCN(CC)CCCNC(=O)c1cc2nc3c(c(C(F)(F)F)n2n1)CCc1ccccc1-3 | -15% | ·
CN(C)CCNc1c2c(nc3nnnn13)CCCC2 | -1% | 5
CCc1noc(C)c1C(=O)Nc1cc(C(F)(F)F)ccc1-n1cncn1 | ? | ·
Cc1cc(/C=C(/C#N)C(=O)Nc2ccccc2)c(C)n1-c1cccnc1 | 12% | -9
Cc1[nH][nH]c(=O)c1C(c1ccc(-c2cccc(Cl)c2)o1)c1c(C)[nH][nH]c1=O | 1% | -3

3 structures from above, ordered by count of non-hydrogen atoms, low to high.
SMILES | S3 lipid droplet | S3 lipid droplet cell count max
O=C(NCc1ccc(F)cc1)C(c1ccccc1)c1ccccc1 | ? | ·
CCc1noc(C)c1C(=O)Nc1cc(C(F)(F)F)ccc1-n1cncn1 | ? | ·
CN(c1ccccc1)S(=O)(=O)c1cccc(NC(=O)COC(=O)C2CCCCC2)c1 | ? | ·
